Screening data: PubChem, National Center for Advancing Translational Sciences (NCATS)
Sm TGR block: inhibitors of Schistosoma mansoni thioredoxin glutathione reductase | Q962Y6 | purified TGR, DTNB reduction, TNB absorbance 405 nm | Potency, µM (doses to about 114 µM), without a hit: at the highest dose activity change, negative = inhibition, usual class: inhibitors | actives 3% (n = 360,000) | AID 485364; note: potency is the fitted concentration of half-maximal effect; nearly all actives have a fitted effect of over 60% in size
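TGR 20 nM + NADPH 100 uM (dispensed conc.), cpd preinc 15 min RT; start with NADPH (500 uM addition) then DTNB (15 mM addition). Kinetic TNB absorbance, 405 nm filter. Four-parameter Hill fit across titration.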
AmpC inh no detg: AmpC beta-lactamase inhibition without detergent; P00811; AmpC nitrocefin hydrolysis, absorbance 480 nm, 0.0001% Triton; Potency, µM (series often up to 57.1 µM), without a hit: top-dose activity change, negative = inhibition, actives largely listed as inhibitors; actives 0.52% (n = 330,000); AID 485341;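 note: potency is the fitted concentration of half-maximal effect; plate controls were no compound for no effect and no enzyme for full effect; nearly all actives have a fitted effect of over 20% in size; some results filed as inactive show a strong effect at the top dose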
Target sequence (P00811 whole entry, looked up): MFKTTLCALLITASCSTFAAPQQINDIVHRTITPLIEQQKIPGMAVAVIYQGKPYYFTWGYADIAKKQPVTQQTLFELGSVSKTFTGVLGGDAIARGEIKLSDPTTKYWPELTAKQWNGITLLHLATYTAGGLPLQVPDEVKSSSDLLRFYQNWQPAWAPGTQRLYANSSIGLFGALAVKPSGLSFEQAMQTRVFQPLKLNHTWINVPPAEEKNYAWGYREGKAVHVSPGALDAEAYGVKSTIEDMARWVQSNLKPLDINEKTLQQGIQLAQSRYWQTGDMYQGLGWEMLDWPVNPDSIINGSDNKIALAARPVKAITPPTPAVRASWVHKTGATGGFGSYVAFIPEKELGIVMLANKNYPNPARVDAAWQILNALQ
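AmpC (5.3 nM in the dispensed reagent) in 20 mM phosphate pH 7.0 with 0.01% (detergent screen) or 0.0001% Triton X-100 was preincubated with compounds for 15 min at room temperature. Nitrocefin was then added from an 800 uM solution, and hydrolysis was followed at 480 nm.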
AmpC detergent: blocks E. coli AmpC beta-lactamase in detergent assay | P00811 | AmpC hydrolysis of nitrocefin, absorbance 480 nm, 0.01% Triton | Potency, µM (titrated, usually from 114 µM), without a hit: top-dose activity change, negative = inhibition, usual class: inhibitors | actives 0.041% (n = 370,000);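 note: potency is the fitted concentration of half-maximal effect; 0% = no-compound wells and -100% = no-enzyme wells; nearly all actives have a fitted effect of over 25% in size; some results filed as inactive show a strong effect at the top dose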
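20 mM phosphate pH 7.0 + 0.01% (detergent screen) or 0.0001% Triton X-100; 5.3 nM AmpC reagent; cpd preinc 15 min RT; nitrocefin (800 uM stock) to start; A480 q20 s × 4 min; Activity was normalised to no-enzyme and no-compound control wells.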
LmPK inhibitor: blocks Leishmania mexicana pyruvate kinase activity; AID 1721; purified LmPK, Kinase-Glo ATP luminescence, 1 h; Potency, µM (series often up to 57.5 µM), for the others: at the top dose activity change, negative = inhibition, most hits filed as inhibitors; actives 0.37% (n = 290,000); Q27686; note: potency is the fitted concentration of half-maximal effect
Target sequence (Q27686 whole entry, looked up): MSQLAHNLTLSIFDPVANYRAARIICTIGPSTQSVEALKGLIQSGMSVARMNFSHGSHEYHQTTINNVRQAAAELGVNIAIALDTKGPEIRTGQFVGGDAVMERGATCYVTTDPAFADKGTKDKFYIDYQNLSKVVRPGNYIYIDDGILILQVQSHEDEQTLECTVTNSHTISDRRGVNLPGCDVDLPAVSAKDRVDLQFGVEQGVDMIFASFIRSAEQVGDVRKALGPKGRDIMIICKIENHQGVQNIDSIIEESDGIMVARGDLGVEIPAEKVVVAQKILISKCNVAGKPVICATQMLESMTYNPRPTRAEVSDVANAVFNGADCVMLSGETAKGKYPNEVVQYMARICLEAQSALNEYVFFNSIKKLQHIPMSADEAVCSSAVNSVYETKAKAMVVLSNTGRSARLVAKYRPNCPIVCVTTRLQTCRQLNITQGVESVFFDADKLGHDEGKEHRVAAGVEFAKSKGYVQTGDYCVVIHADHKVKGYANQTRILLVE
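Kinase-Glo luminescence read after 1 h RT reaction of 0.1 nM LmPK with 0.5 mM PEP and 0.1 mM ADP. Activity scaled between uninhibited and enzyme-free controls.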
AMA1-RON2 inh: disrupts binding of P. falciparum AMA1 to RON2; actives 0.2% (n = 360,000); AlphaScreen AMA1-biotinylated RON2 peptide binding; Potency, µM (highest dose often 58.2 µM), without a hit: top-dose activity change, negative = inhibition, usual class: inhibitors;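 note: potency is the fitted concentration of half-maximal effect; 0% = vehicle wells and -100% = peptide control; nearly all actives have a fitted effect of over 45% in size; some results filed as inactive show a strong effect at the top dose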
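AMA1 (3D7) with his tag at 25 nM final met compounds first, then biotinylated RON2 peptide at 25 nM; detection used donor plus acceptor beads, 10 µg/mL apiece, read by AlphaScreen after 30 min at room temperature.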
Tb PYK inh: inhibitors of Trypanosoma brucei pyruvate kinase; Q57TT1; Potency, µM (titrated, usually from 76.8 µM), for inactives: at the top dose activity, negative = inhibition, actives largely listed as inhibitors; TbPYK enzyme, Kinase-Glo Plus ATP luminescence, 45 min; actives 0.12% (n = 410,000); note: potency is the fitted concentration of half-maximal effect; nearly all actives have a fitted effect of over 50% in size
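Readout: single end-point luminescence (Kinase-Glo Plus, 10 min). Reaction conditions were TbPYK/substrate plus 130 uM ADP, 45 min at RT, pH 7.2 TEA buffer. No-enzyme wells served as controls, and data were normalized before concentration-response fitting.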
HCMV inh: blocks human cytomegalovirus replication. HFF cells, HCMV-luciferase reporter, 72 h; active compounds read low. actives 4.5% (n = 410,000). activity change, negative = inhibition, % at 57.5 µM; in the data active = activity change below about -60%; inconclusive = no clear call, values can overlap the other calls; inactive = above about -39%
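Inhibition of viral replication was scored as loss of reporter luminescence in HFFs infected with HCMV-luciferase (MOI 1 PFU/cell) for 72 h; compounds tested at 2 doses, normalized to buffer and Salinomycin controls.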
Numbers without * were called inactive; ? = inconclusive; . = not tested or not shown; & = joins results of further samples; [ ] = remark or other dose. Unless noted, calls come from the whole dose curve; as a rule, active = well fitted curve in the direction sought with a large enough effect; inconclusive = small, poorly fitted or top-dose-only effect, or another doubt; inactive = no such curve, though single readings can be large; an effect the other way counts as inactive or inconclusive. Unless noted, % is set by controls: 0 for no effect and ±100 for the full control effect.

SMILES	Sm TGR block	AmpC inh no detg	AmpC detergent	LmPK inhibitor	AMA1-RON2 inh	Tb PYK inh	HCMV inh
Cc1ccc(Cn2c(CCCNC(=O)C3CCCCC3)nc3ccccc32)cc1	-14%	.	-2%	.	.	2%	-12
Cc1c(Cl)cccc1NC(=S)Nc1ccccn1	0%	-17%	8%	-8%	7%	1%	30
CN(C)CCN=Cc1c(O)n(Cc2ccc3c(c2)OCO3)c(=O)c2ccccc12	1%	1%	-2%	-3%	5%	-2%	-6
COc1ccc(Nc2c(-c3ccc(N4CCOCC4)cc3)nc3ncccn23)cc1OC	-1%	.	4%	.	.	-20%	29
O=S(=O)(Nc1ccc(N2CCOCC2)cc1)c1ccccc1	-6%	-18%	-7%	5%	-11%	1%	17
O=C(O)CCCCCNC(=O)c1cccc(Br)c1	-2%	-2%	?	0%	-4%	-6%	1
O=C1C=C(N2CCN(C(=O)c3ccccc3)CC2)C2(CCCCC2)O1	5%	-16%	3%	1%	-3%	2%	-77*
Cc1ccc(S(=O)(=O)N(CC(=O)NC2CCCCCC2)c2ccccc2F)cc1	9%	-8%	-7%	5%	12%	-2%	-13
CC(=O)N=c1c(C#N)cc2c(=O)n3ccccc3nc2n1Cc1ccccc1	-9%	-25%	-5%	1%	16%	-1%	-32
O=C(NC1CCCc2ccccc21)c1ccccc1 (stereo not drawn)	6%	-27%	-1%	-5%	0%	3%	?
CCCCCC(=O)Oc1cccc(N2C(=O)C3CCCCC3C2=O)c1 (stereo not drawn)	0%	2%	-2%	1%	-2%	2%	-22
CN1CC(=O)N2C(c3cccc([N+](=O)[O-])c3)c3[nH]c4ccccc4c3C[C@H]2C1=O (stereo partly drawn)	0%	-4%	-11%	7%	-1%	-9%	263
CCOP(=O)(c1ccc(N(C)C)cc1)C(O)c1cccnc1 (stereo not drawn)	15%	-21%	?	1%	3%	2%	49
CCN1CCN(c2ccc(S(=O)(=O)N3CCCCC3)cc2NC(=O)Cc2c(Cl)cccc2Cl)CC1	-2%	209%[activator]	10%	0%	.	.	26
O=C(c1ccco1)n1nc(-c2ccccc2)nc1NCc1ccccc1Cl	6%	.	20%	.	.	12%	-25
COc1ccc(-c2nc3ccc(C)cn3c2Cc2ccccc2)cc1OC	.	.	.	.	-13%	-11%	18
CCc1ccc(C(=O)C[n+]2cccc3cc(OC)ccc32)cc1	2%	12%	-8%	2%	-5%	3%	-29
COc1ccc(CC(=O)Nc2ccc(/C(C)=N/NC(=O)c3ccc(OC)cc3OC)cc2)cc1	-4%	-35%	-16%	1%	17%	-1%	38
Cc1cccn2c(=O)c3cc(C(=O)NC4CCCC4)sc3nc12	12%	-15%	1%	-4%	6%	-2%	13
CCSc1nc2ccccc2n1C(=O)/C=C/c1ccc(OC)c(OC)c1	-12%	90%[activator]	-8%	3%	-8%	-9%	-100*
O=C(CC(=O)NCc1ccc(Cl)cc1)NCc1ccccc1	-14%	-8%	-6%	0%	-9%	-4%	-13
O=C(O)c1cc(O)c2c(c1)C(=O)c1cccc(O)c1C2=O	-31%	-25%	?	-22%	?	-17%	-7
Cn1c(N)c(C(=O)CSc2nn(-c3ccc(F)cc3)c(=S)s2)c(=O)n(C)c1=O	-6%	-15%	3%	.	3%	-1%	?
COCCNC(=O)CCCn1c(SCC(=O)NCc2ccc(C)cc2)nc2c(sc3ccccc32)c1=O	-5%	.	11%	.	.	-1%	30
CCC(=O)N1CCc2cc(CNS(=O)(=O)c3ccc(NC(=O)CC(C)C)cc3)ccc21	6%	.	9%	.	.	-6%	?
CC1CCN(S(=O)(=O)c2nnc(NC(=O)c3cccc(Cl)c3)s2)CC1	1%&-3%	-24%	?	4%	-3%	-3%&3%	-33&3
COC(=O)CC1COc2ccccc2N1C(=O)c1ccc(C(C)(C)C)cc1 (stereo not drawn)	14%	109%[activator]	?	7%	2%	8%	12
Cc1cccc(C)c1NC(=O)C1CCN(C(=O)c2cccs2)CC1	0%	-10%	3%	-7%	-3%	-7%	40
Cc1ccc(CNC(=O)CN2C(=O)COc3ccc(S(=O)(=O)N4CCC(C)CC4)cc32)o1	-1%	-25%	2%	11%	-4%	0%	-36
COc1ccc(NC2(c3ccccc3)OC(=O)c3ccccc32)cc1 (stereo not drawn)	1%	-2%	-10%	1%	1%	0%	-3
Cc1nc(CNC(=O)c2ccccc2OC2CCN(S(C)(=O)=O)CC2)cs1	-13%	0%	3%	1%	-6%	-18%	24
O=C(CSc1nnc(CNC(=O)c2c(F)cccc2F)o1)NCc1ccccc1Cl	1%	-13%	-12%	-1%	-19%	7%	-13
O=C(O)C1Cc2ccccc2CN1S(=O)(=O)c1ccc(Cl)cc1 (stereo not drawn)	5%	-28%	7%	3%	0%	9%	-15
COc1ccc(CNC(=O)C(c2cccs2)N(Cc2ccco2)C(=O)Cc2cccs2)cc1 (stereo not drawn)	28µM*	-20%	-6%	4%	-8%	-3%	-19
Cc1cccc(NS(=O)(=O)c2ccc(Cl)cc2)n1	-2%	0%	3%	-8%	17%	-7%	23
O=C(NC1CC1)c1ccc2nc([C@H]3C[C@H](O)[C@@H](CO)O3)[nH]c2c1	.	.	.	.	0%	0%	-7
COc1cccc(/C=C(\C#N)C(=O)Nc2ccc(NC(C)=O)cc2)c1OC	-8%	.	-2%	.	.	-3%	39
CCOC(=O)C1C(=O)NC(N2CCN(c3ccccc3)CC2)=NC1c1ccccc1 (stereo not drawn)	-10%	1%	2%	-1%	1%	-1%	12
O=C(Nc1cccc(Cl)c1)c1cc(S(=O)(=O)NCCc2ccc(Cl)cc2)ccc1F	-7%	-35%	-2%	4%	?	-1%	?
c1cc(C2CCN(Cc3nc(-c4ccc5c(c4)OCO5)no3)CC2)ccn1	-10%	79%[activator]	0%	7%	-16%	0%	?
CC1(C)CC2CC(C)(CN2c2ncnc3ccccc23)C1 (stereo not drawn)	-2%	1%	0%	-1%	4%	-10%	-63*
CN1CCN(CCCNc2nc3ccccc3c3nc(-c4ccccc4)nn23)CC1	.	.	.	.	1%	-6%	49
COc1ccc(C(=O)N/C(N)=N/c2nc3ccccc3o2)cc1	5%	-40%	?	-1%	69%[activator]	-2%	11
CCN(CC)c1ncnc2c1ncn2Cc1c(Cl)cccc1Cl	-6%	24%	-3%	-1%	0%	-6%	-2
O=C(COC(=O)c1cc(S(=O)(=O)N2CCCCC2)ccc1Cl)NCc1ccco1	?	-18%	3%	-3%	3%	-2%	-3

Rewritten as a markdown table: nine of the compounds above.
| canonical_smiles | Sm TGR block | AmpC inh no detg | AmpC detergent | LmPK inhibitor | AMA1-RON2 inh | Tb PYK inh | HCMV inh |
| --- | --- | --- | --- | --- | --- | --- | --- |
| COc1ccc(CC(=O)Nc2ccc(/C(C)=N/NC(=O)c3ccc(OC)cc3OC)cc2)cc1 | -4% | -35% | -16% | 1% | 17% | -1% | 38 |
| Cc1cccn2c(=O)c3cc(C(=O)NC4CCCC4)sc3nc12 | 12% | -15% | 1% | -4% | 6% | -2% | 13 |
| CCSc1nc2ccccc2n1C(=O)/C=C/c1ccc(OC)c(OC)c1 | -12% | 90%[activator] | -8% | 3% | -8% | -9% | -100* |
| O=C(CC(=O)NCc1ccc(Cl)cc1)NCc1ccccc1 | -14% | -8% | -6% | 0% | -9% | -4% | -13 |
| O=C(O)c1cc(O)c2c(c1)C(=O)c1cccc(O)c1C2=O | -31% | -25% | ? | -22% | ? | -17% | -7 |
| Cn1c(N)c(C(=O)CSc2nn(-c3ccc(F)cc3)c(=S)s2)c(=O)n(C)c1=O | -6% | -15% | 3% | . | 3% | -1% | ? |
| COCCNC(=O)CCCn1c(SCC(=O)NCc2ccc(C)cc2)nc2c(sc3ccccc32)c1=O | -5% | . | 11% | . | . | -1% | 30 |
| CCC(=O)N1CCc2cc(CNS(=O)(=O)c3ccc(NC(=O)CC(C)C)cc3)ccc21 | 6% | . | 9% | . | . | -6% | ? |
| CC1CCN(S(=O)(=O)c2nnc(NC(=O)c3cccc(Cl)c3)s2)CC1 | 1%&-3% | -24% | ? | 4% | -3% | -3%&3% | -33&3 |

(continued)
SMILES	Sm TGR block	AmpC inh no detg	AmpC detergent	LmPK inhibitor	AMA1-RON2 inh	Tb PYK inh	HCMV inh
Cc1noc(C)c1COc1ccc(C(=O)N2CCN(S(=O)(=O)c3ccccc3)CC2)cc1	0%	82%[activator]	3%	.	-10%	-1%	?
CS(=O)(=O)N(CC(=O)N1CCN(Cc2ccccc2)CC1)c1cccc(Cl)c1	-15%	97%[activator]	-23%	-5%	-8%	9%	-3
COc1ccc(C(=O)OCC(=O)NC2CCCCCC2)c(OC)c1	0%	1%	-18%	.	-3%	1%	-37
Cc1nn(-c2ccccc2)c2sc(C(=O)N3CCc4ccccc4C3)cc12	-16%	-3%	0%	1%	-11%	0%	-21
O=[N+]([O-])c1cccc(-c2cnc3ccccc3n2)c1	-18%	-11%	0%	-8%	1%	4%	28
COC(=O)c1cc(Cl)c(NC(=O)Cc2ccccc2)cc1OC	.	24%	4%	1%	-26%	2%	-29
O=C(Nc1cccc2ccccc12)NC1CCCCC1	-3%	-12%	0%	0%	-2%	-1%	0
Cc1ccnc(N2C(=O)C3C4CC(C(Br)C4Br)C3C2=O)c1 (stereo not drawn)	-12%	-6%	1%	0%	16%	1%	-21
COc1ccc(Cc2nnc(SCC(=O)N3CCCC3)o2)cc1	7%	-46%	-5%	1%	-7%	3%	-13
CC(C)Sc1nc2c(cnn2-c2ccc(Cl)cc2)c(=O)[nH]1	-3%	-31%	-6%	0%	-28%	-8%	-21
COc1ccc(C(=O)NCc2nnc(SCC(=O)c3ccccc3)o2)cc1	0%	-19%	0%	3%	20%	0%	-10
Cn1c(N)c(C(=O)COC(=O)C2(c3ccc(F)cc3)CCCC2)c(=O)n(C)c1=O	-14%	13%	0%	4%	17%	-5%	-23

Compounds were not picked by outcome, and some 7.4% of all compounds hit somewhere here.
